Source: PubChem (National Center for Advancing Translational Sciences (NCATS))
TrxR1 substrate: qHTS Assay for Substrates of Mammalian Selenoprotein Thioredoxin Reductase 1 (TrxR1): qHTS. Thioredoxin reductase 1, cytoplasmic (Rattus norvegicus), O89049. purified TrxR1 substrate turnover, NADPH consumption readout. Potency, µM (titrated, usually from 114 µM), without a hit: at the highest dose activity change, negative = substrate turnover. 390,000 tested, 0.01% active. AID 588456, 2011; also: potency is read from the fitted curve at half-maximal effect; % is scaled to controls: 0 for no effect and ±100 for the full control effect; nearly all actives have a fitted effect of over 50% in size
Target sequence (O89049 whole entry, looked up): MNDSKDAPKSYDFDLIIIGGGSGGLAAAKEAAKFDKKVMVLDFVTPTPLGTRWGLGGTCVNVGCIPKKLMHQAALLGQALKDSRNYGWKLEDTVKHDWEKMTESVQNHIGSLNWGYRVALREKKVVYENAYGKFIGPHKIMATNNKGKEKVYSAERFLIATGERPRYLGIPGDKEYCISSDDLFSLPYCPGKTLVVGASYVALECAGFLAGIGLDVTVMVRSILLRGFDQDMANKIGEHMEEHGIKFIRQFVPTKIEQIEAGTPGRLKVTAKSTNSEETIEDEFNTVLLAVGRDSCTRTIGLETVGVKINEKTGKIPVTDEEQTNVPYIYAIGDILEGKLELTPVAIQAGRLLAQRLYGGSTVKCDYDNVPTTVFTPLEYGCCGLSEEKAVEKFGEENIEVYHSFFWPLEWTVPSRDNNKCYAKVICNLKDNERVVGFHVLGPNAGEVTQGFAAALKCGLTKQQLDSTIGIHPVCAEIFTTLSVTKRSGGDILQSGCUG
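Rat TrxR1, dispensed at 90 nM, was prereduced with 400 uM NADPH (final) for 5 min at ~22 deg C, then incubated with compound 15 min before 400 uM selenite. A first-read NADPH fluorescence drop versus no-compound background flagged substrates.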
PI4K2A block: qHTS for small molecular inhibitors of PI4K2A; 420,000 tested, 0.13% active; activity change, negative = inhibition, % at 76.9 µM; purified PI4K2A, ADP-Glo luminescence, 1 h; stronger effect = lower value; in the data active = activity change below about -50%; inconclusive = mostly about -30% to -49%;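 also: -100% = wells without enzyme as full effect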
Target sequence (Q9BTU6 whole entry, looked up): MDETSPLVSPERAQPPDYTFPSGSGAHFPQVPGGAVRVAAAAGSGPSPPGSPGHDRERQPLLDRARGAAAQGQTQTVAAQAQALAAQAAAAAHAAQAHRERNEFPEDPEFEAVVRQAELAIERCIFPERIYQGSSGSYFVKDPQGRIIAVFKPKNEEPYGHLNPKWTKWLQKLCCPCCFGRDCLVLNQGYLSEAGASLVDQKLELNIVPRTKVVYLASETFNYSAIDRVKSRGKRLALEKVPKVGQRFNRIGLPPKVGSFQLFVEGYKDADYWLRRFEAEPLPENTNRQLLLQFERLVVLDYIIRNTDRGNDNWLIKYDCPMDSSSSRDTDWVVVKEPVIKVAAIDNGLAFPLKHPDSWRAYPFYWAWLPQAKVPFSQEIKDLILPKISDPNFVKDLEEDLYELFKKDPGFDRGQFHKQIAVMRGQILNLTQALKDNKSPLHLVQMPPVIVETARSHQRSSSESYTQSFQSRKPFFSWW
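Compounds are screened against recombinant PI4K2A using PI as substrate and ATP, the latter dispensed at 300 microM. Reactions run one hour at ambient temperature before ADP-Glo detection; full inhibition defined by wells lacking enzyme.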
D2 ag: HTS Assay for Allosteric Agonists of the Human D2 Dopamine Receptor: Primary Screen for Agonists | D(2) dopamine receptor (Homo sapiens), P14416 | HEK293 T-REx D2 cells, calcium flux agonist mode | activation, % at 2 µM | 340,000 tested, 0.53% active | AID 485358, 2010;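 active = activation over 3 SD above normal in the single-dose calcium agonist read, cut at about 30% in these data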; also: 0% is about no effect
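Calcium-flux readout, 1 cycle/sec over 180 s following compound pin transfer, in inducible HEK293 Trex D2 cells (force-coupled); dopamine controls included. Positive calcium responses during this window marked compounds as potential agonists.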
TRHR agonist: qHTS for Small Molecule Agonists and Allosteric Enhancers of Human TRH Receptor: Primary Screen for Agonists; 360,000 tested, 0.18% active; TRHR cells, calcium flux fluo-8, FDSS agonist mode; activation, % at 2 µM; in the data active = activation above about 30%; also: 0% is about no effect
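TRHR-expressing cells loaded with fluo-8 calcium dye; 23 nL library compound pin-transferred, kinetic FDSS fluorescence (Ex 480/Em 530) recorded about 180 s for agonist-induced calcium release, before a 10 nM TRH EC20 addition for potentiator mode.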
mIDH1 inhibitor: qHTS for Inhibitors of mutant isocitrate dehydrogenase 1 (IDH1): qHTS; Isocitrate dehydrogenase [NADP] cytoplasmic (Homo sapiens), O75874; IDH1-R132H enzyme, NADPH consumption, diaphorase/resazurin fluorescence; Potency, µM (top dose mostly 76.6 µM), inactives show at the top dose activity change, negative = inhibition, actives largely listed as inhibitors; 390,000 tested, 0.093% active; also: potency is read from the fitted curve at half-maximal effect; % is scaled to controls: 0 for no effect and ±100 for the full control effect; nearly all actives have a fitted effect of over 65% in size
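IDH1-R132H (0.5 ug/mL) preincubated 30 min with compound, then NADPH (0.016 mM) and alpha-KG (2 mM) added; 80 min at RT, pH 7.5. Remaining NADPH coupled via diaphorase/resazurin to fluorescence (540/590 nm); concentration-response curves normalized to no-enzyme control.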
rTrxR1 inhibitor: qHTS Assay for Inhibitors of Mammalian Selenoprotein Thioredoxin Reductase 1 (TrxR1): qHTS; recombinant rTrxR1, NADPH fluorescence consumption, selenite substrate; Thioredoxin reductase 1, cytoplasmic (Rattus norvegicus), O89049; Potency, µM (top dose mostly 114 µM), for inactives: at the highest dose activity change, negative = inhibition, usual class: inhibitors; 390,000 tested, 1% active; also: potency is read from the fitted curve at half-maximal effect; % is scaled to controls: 0 for no effect and ±100 for the full control effect; nearly all actives have a fitted effect of over 65% in size
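Rat TrxR1 (90 nM in the dispensed reagent) was pre-reduced with 400 uM NADPH for 5 min at room temperature, then incubated with compound for 15 min. After 400 uM selenite was added, NADPH fluorescence (Ex 340/Em 450 nm) was followed for 8 min.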
USP1 inh: Inhibitors of USP1/UAF1: Primary Screen | Ubiquitin carboxyl-terminal hydrolase 1 (Homo sapiens), O94782 | recombinant USP1/UAF1, Ub-Rhodamine cleavage fluorescence | Potency, µM (highest dose often 57.1 µM), inactives show at the top dose activity change, negative = inhibition, usual class: inhibitors | 390,000 tested, 0.23% active; also: potency is read from the fitted curve at half-maximal effect; % is scaled to controls: 0 for no effect and ±100 for the full control effect; nearly all actives have a fitted effect of over 60% in size; inactives centre near -12
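Step one: compound is pinned into 1nM USP1/UAF1 in HEPES pH 7.8 buffer with TCEP. Step two: 15 min room-temperature incubation. Step three: Ub-Rho (150nM final) starts cleavage, tracked by fluorescence over six one-minute reads.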
TRHR enhancer: qHTS for Small Molecule Agonists and Allosteric Enhancers of Human TRH Receptor: Primary Screen for Enhancers | AID 493056, 2011 | 360,000 tested, 0.66% active | TRHR cells, fluo-8 calcium fluorescence, EC20 TRH enhancement | enhancement, % at 2 µM | Thyrotropin-releasing hormone receptor (Homo sapiens), P34981; in the data active = enhancement above about 30%; also: 0% is about no effect
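TRHR-expressing cells loaded with fluo-8 calcium dye were read kinetically (ex 480/em 530) during compound addition, then stimulated with an EC20 of TRH (10 nM final). Enhancement of the Gq-mediated intracellular calcium response was scored.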
D2 antagonist: HTS Assay for Allosteric Antagonists of the Human D2 Dopamine Receptor: Primary Screen for Antagonists; HEK293 TREx D2 cells, calcium flux, dopamine EC80; 340,000 tested, 2% active; AID 485344, 2010; inhibition, % at 10 µM; D(2) dopamine receptor (Homo sapiens), P14416; in the data active = inhibition above about 30%; also: 0% is about no effect
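Tetracycline-induced HEK293 TREx cells expressing D2 receptor forced-coupled to calcium signalling, loaded with no-wash calcium dye. Compounds added and calcium flux read 180 s, then dopamine added at EC80 and read a further 180 s.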
* = called active by the depositor; ? = inconclusive; . = no result given; [ ] = remark or other dose. Unless noted, calls follow the shape of the dose curve; as a rule, active = well fitted inhibition curve with a large enough effect; inconclusive = small, poorly fitted or top-dose-only effect; inactive = no such curve, though single readings can be large or run the other way.

SMILES	TrxR1 substrate	PI4K2A block	D2 ag	TRHR agonist	mIDH1 inhibitor	rTrxR1 inhibitor	USP1 inh	TRHR enhancer	D2 antagonist
Cc1cccc(-c2noc(-c3ccc(NCc4ccccc4)c([N+](=O)[O-])c3)n2)c1	-16%	2	-0.6	-0.5	0%	-3%	-8%	2	.
COc1ccc(NS(=O)(=O)c2ccc3c(c2)CCCN3C(C)=O)cc1	8%	-6	0.3	-0.3	-13%	25%	-3%	-6	-1
Fc1ccc(C(c2nnnn2Cc2cccs2)N2CCN(c3ccccc3)CC2)cc1 (stereo unspecified)	4%[57.1 µM]	-3	0.5	0.6	0%	18%[57.1 µM]	-9%	-3	-2
COc1ccc(CCNC(=O)CCCCCn2c(=O)[nH]c3cc(OC)c(OC)cc3c2=O)cc1OC	4%	0	0.2	0.5	7%	14%	-23%	0	.
CCCOP(=O)(OCCC)C1(Nc2ccc(C)cc2)CCCCC1	-3%	-3	0.2	0.4	3%	-2%	-7%	-2	6
Cc1ccc(/C=C/C(=O)O)cc1S(=O)(=O)NCc1cccnc1	-7%	3	.	0.2	2%	-11%	-4%	2	.
O=C(O)CCc1ccc(-c2cccs2)n1Cc1ccco1	12%	-6	24	0.0	-4%	?	9%	6	15
CCC(=O)Nc1cccc(NC(=O)CSc2nnc(C(C)C)n2CC)c1	1%	-11	0.4	-0.2	6%	4%	-4%	-2	5
O=C(NCc1ccccc1)C(c1ccc(F)cc1)N(Cc1cccs1)C(=O)c1cnccn1 (stereo unspecified)	-1%	2	0.8	-1.1	-11%	15%	-10%	-5	19
COc1ccccc1CNC(=O)c1ccncc1	4%	-2	.	0.1	0%	17%	-19%	3	.
COc1ccc(Cc2cc(NCc3ccccc3)c3ncn(C(C)C)c3c2)cc1	-4%[57.1 µM]	3	.	.	12%	11%[57.1 µM]	-22%	.	.
COc1ccc(N2CC(C(=O)NNC(=O)c3ccc(Br)cc3)CC2=O)c(OC)c1 (stereo unspecified)	4%	2	0.4	-0.5	-2%	12%	-20%	14	-10
CCOC(=O)C1=C(O)C(=O)N(c2ccc(S(N)(=O)=O)cc2)C1c1ccc(Cl)cc1 (stereo unspecified)	5%	11	-0.7	-0.9	3%	-13%	-11%	-2	-2
O=S(=O)(Nc1cccc(-c2nc3cccnc3s2)c1)c1ccc2c(c1)CCCC2	8%[57.1 µM]	6	-0.1	0.6	1%	12%[57.1 µM]	-5%	-15	-32
Cc1ccc(OCC(=O)N(Cc2ccco2)Cc2ccc(C)o2)cc1	-3%	-4	-1.1	-2.3	27%	10%	-26%	-8	.
O=C(Cc1ccc(NC(=O)C2CCCN(C(=O)C3CCC3)C2)cc1)Nc1ccc(C(=O)N2CCOCC2)cc1 (stereo unspecified)	3%	0	.	.	1%[38.3 µM]	10%	-23%	.	.
COCCNc1ccnc2c(Cl)cccc12	0%	-4	-0.4	0.0	9%	13%	-14%	-3	11
Cc1ccc(NC(=O)C(=O)NCC(c2cccnc2)N2CCOCC2)cc1 (stereo unspecified)	5%[11.4 µM]	0	-0.6	0.3	-16%	7%	-10%	-5	.
CCOc1cc(S(=O)(=O)N2CCN(Cc3ccccc3)CC2)ccc1Br	-5%	6	.	0.1	8%	20%[57.1 µM]	-18%	11	.
CCOc1ccc(CCNC(=O)CCCc2cc(-c3ccc(OCC)cc3)on2)cc1	2%	0	1.1	0.8	-4%	13%	-6%	-6	.
O=C1COc2ccccc2N1Cc1ccc(Cl)cc1	-4%[57.1 µM]	0	13	-0.7	5%	-16%[57.1 µM]	-1%	-4	-8
Cc1ccc(S(=O)(=O)CCC(=O)Nc2ccc3c(c2)OCO3)cc1	0%	5	0.5	-0.2	1%	2%	-8%	-2	-4
COc1ccc(CC(=O)N/N=C/c2cc(Br)cs2)cc1OC	-1%	0	0.2	-0.7	0%	14%	-19%	-2	-2
CCN1c2ccccc2S(=O)(=O)c2ccccc21	3%	-1	0.0	1.0	-3%	19%	-26%	-2	13
COCC1CCCN(C(=O)c2ccc3nc(Cc4cccc(Cl)c4)oc3c2)C1 (stereo unspecified)	-1%	4	0.2	0.9	10%	-8%	-7%	-6	4
COC(=O)Nc1ccc(Oc2ccccc2)cc1	4%	2	-2.3	0.1	0%	15%	-21%	-4	-10
COc1ccc(C(=O)Nc2cc3c(cc2C#N)OCO3)cc1S(=O)(=O)NCc1ccco1	-5%	-2	0.4	0.5	-1%	-7%	-1%	6	-23
COc1ccc(/C=C2\SC(=S)N(CC(=O)NNC(=O)c3ccncc3)C2=O)cc1	-25%[57.1 µM]	-9	0.5	0.6	8%	21%[57.1 µM]	-13%	-5	5
CCn1c(=N)c(C(=O)NC2CCCCC2)cc2c(=O)n3cccc(C)c3nc21	67%[activator]	3	-0.7	-1.2	28%	13%	-7%	6	.
Cc1ccc(C(=O)NCCN2CCCC2)cc1	7%[57.1 µM]	-3	-0.1	0.7	2%	15%[57.1 µM]	-7%	2	8
CCOC(=O)Cc1ccc(NC(=O)Nc2cc3c(cc2N2CCCCC2)n(C)c(=O)n3C)cc1	-3%	-2	-1.2	1.1	-24%	6%	-23%	3	.
COc1ccc(Cl)cc1C(=O)O/N=C(\N)c1ccccn1	1%	4	0.4	0.6	3%	21%	-7%	7	27
Cn1cccc1C1CCCN1CC(=O)Nc1c(Cl)cc(Cl)cc1Cl (stereo unspecified)	0%	-8	.	.	2%	?	?	.	.
CC(=O)N1N=C(c2cccc(NS(C)(=O)=O)c2)CC1c1cccs1 (stereo unspecified)	2%[57.1 µM]	1	-0.8	1.2	-2%	12%[57.1 µM]	-17%	5	-12
CCN(CC)CCn1c2c(c(SCC(=O)Nc3ccc4c(c3)OCO4)nc1=O)CCC2	3%	2	1.7	-0.3	3%	16%	-8%	-3	21
CCC(C)N(C(=O)COC(=O)Cc1n[nH]c(=O)c2ccccc12)C1CCS(=O)(=O)C1 (stereo unspecified)	-1%	-1	-0.3	1.7	0%	10%	3%	-3	27

2 entries from above, as labelled records:
Molecule: Cc1ccc(/C=C/C(=O)O)cc1S(=O)(=O)NCc1cccnc1
  TrxR1 substrate: -7%
  PI4K2A block: 3
  D2 ag: .
  TRHR agonist: 0.2
  mIDH1 inhibitor: 2%
  rTrxR1 inhibitor: -11%
  USP1 inh: -4%
  TRHR enhancer: 2
  D2 antagonist: .
Molecule: O=C(O)CCc1ccc(-c2cccs2)n1Cc1ccco1
  TrxR1 substrate: 12%
  PI4K2A block: -6
  D2 ag: 24
  TRHR agonist: 0.0
  mIDH1 inhibitor: -4%
  rTrxR1 inhibitor: ?
  USP1 inh: 9%
  TRHR enhancer: 6
  D2 antagonist: 15

Additional records follow.
SMILES	TrxR1 substrate	PI4K2A block	D2 ag	TRHR agonist	mIDH1 inhibitor	rTrxR1 inhibitor	USP1 inh	TRHR enhancer	D2 antagonist
COc1ccc(N2CCN(Cc3cc(=O)c(OCC(=O)Nc4ccccc4)co3)CC2)cc1	0%	-10	-0.2	-0.4	3%	-3%	0%	-2	10
Fc1ccc(NC(=S)Nc2ccc(Cl)cc2Cl)cc1	7%[57.1 µM]	0	-0.7	0.5	6%	-51%	?	-3	17
Cc1ccc(OCC(=O)NNC(=O)CCC(=O)Nc2ccc(C)cc2C)cc1	-12%	4	0.3	-0.1	0%	-13%	-8%	1	-3
Cn1c(=O)cc(NCCc2ccccc2)[nH]c1=O	1%	-3	0.3	0.4	1%	-7%	-12%	-1	8
COc1ccc(CCNC(=O)C(=O)NCC2OCCN2S(=O)(=O)c2ccc(OC)cc2)cc1 (stereo unspecified)	7%[57.1 µM]	-4	-0.2	-0.8	0%	4%[57.1 µM]	-24%	1	-2
Cc1occc1C(=O)N/N=C/C(Br)=C\c1ccccc1	-12%	-6	-0.2	0.7	0%	-22%	-14%	3	-8
CCOC(=O)c1cc2c(N)c(C(=O)c3cc(C#N)c(SC)nc3C)sc2nc1C	17%	1	0.3	0.4	9%	-7%	?	1	-51
N#CCSc1nnc(-c2c[nH]c3ccccc23)o1	1%	1	-0.4	0.5	-4%	16%	-31%	3	-10
COc1ccc(CCNC(=O)COc2ccc(S(=O)(=O)NC(C)C)cc2Cl)cc1OC	1%	-3	0.3	0.2	6%	20%	-12%	-13	9
Cc1cccc(N(Cc2ccccc2)C(=O)c2cc(S(=O)(=O)N3CCOCC3)ccc2F)c1	-4%[57.1 µM]	-1	-0.6	0.6	10%	-3%[57.1 µM]	-19%	-6	-2
CCc1ccc(S(=O)(=O)NCC2(N3CCOCC3)CCCCC2)cc1	3%	-1	.	13	0%	8%	-14%	0	.
CCCCOC(=O)c1ccc(NC(=O)C(=O)NCc2ccncc2)cc1	-12%	2	-1.5	-1.3	5%	-14%	-7%	9	-8
Cc1c(Cl)c(C(=O)NC2C3CC4CC(C3)CC2C4)nn1C (stereo unspecified)	2%[57.1 µM]	0	-0.7	-0.5	1%	6%[57.1 µM]	-13%	-1	-11
CCN(C(=O)Nc1cn(CC(C)C)c(=O)c2ccccc12)c1cc(C)ccc1C	30%[activator]	0	-1.0	0.6	-8%	32%	-31%	-7	.
C=C(C)Cn1c(SCC(=O)N/N=C/c2ccccc2OCC(=O)O)nnc1-c1ccc(Br)cc1	-19%	-1	-1.1	-0.2	4%	-22%	4%	14	8
